Screening data: PubChem, The Scripps Research Institute Molecular Screening Center
proKLK7 act = proKLK7 (human) activation, primary screen | 370,000 tested, 0.9% active | P49862 | activation, % at 7 µM | purified proKLK7, EDANS-DABCYL substrate fluorescence; 100% is mature enzyme control, 0% vehicle;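 active means activation above the mean of all tested compounds plus 3 SD, computed per campaign excluding outliers beyond control limits, cut at about 13% in these data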
ADAM17 inh = inhibitors of human ADAM17 | inhibition, % at 6.95 µM | P78536 | recombinant ADAM17, EDANS/DABCYL FRET peptide cleavage | 370,000 tested, 0.83% active;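 active means inhibition above the mean of compounds lying between control limits plus 3 SD, set per campaign, cut at about 8.5% in these data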;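 further: 0% = DMSO-only wells as the low control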
DDE Tn6 FP inh = inhibitors of Tn6 peptide binding to human fibrin DD(E). P02675. 370,000 tested, 0.21% active. Fibrin DD(E) TRITC-Tn6 fluorescence polarization displacement. inhibition, % at 8.3 µM. AID 720509;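 active means inhibition above a per-campaign cutoff: mean of compounds within control limits plus 3 SD, cut at about 15% in these data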;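 further: 0% = median of all compound wells on the plate and 100% = blocking peptide control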
MBD2 inh = blocks human MBD2 binding to methylated DNA | 370,000 tested, 0.31% active | TR-FRET, MBD2 binding to methylated oligonucleotide | Q9UBB5 | AID 686964 | inhibition, % at 4.4 µM; in the data active means inhibition above about 13%
ASAP1 GAP inh = inhibitors of human ASAP1 ArfGAP activity | inhibition, % at 16.5 µM | 360,000 tested, 0.19% active | ASAP1-stimulated ARF1 GTP hydrolysis, GDP FP detection | Q9ULH1; in the data active means inhibition above about 25%;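 further: 0% = vehicle with enzyme and substrate and 100% = no enzyme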
UHRF1 binding = human UHRF1 methylated DNA binding inhibitors | Q96T88 | 370,000 tested, 0.75% active | inhibition, % at 4.4 µM | UHRF1 binding to methylated oligo, TR-FRET; in the data active means inhibition above about 21%;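 further: UHRF1 SRA domain binding a hemimethylated CpG hairpin DNA probe; 0% = median of test compound wells and 100% = reference inhibitor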
PLCg1 inh = PLC-gamma1 (human) inhibition, primary screen; purified PLC-gamma1, fluorogenic substrate, fluorescence; P19174; inhibition, % at 12.2 µM; 370,000 tested, 0.84% active; in the data active means inhibition above about 9.5%
Tn7 DDE FP = inhibitors of Tn7 peptide binding to human fibrin DD(E) | AID 720508 | inhibition, % at 8.3 µM | FP displacement of FITC-Tn7 peptide from fibrin DD(E); 0% = median of compound wells per plate | P02675 | 370,000 tested, 0.13% active;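 active means inhibition above the mean of compounds falling within the control limits plus 3 SD of them, cut at about 14% in these data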;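 further: 0% = plate median of compound wells and 100% = 10 µM Aha-Tn7 peptide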
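System: human fibrin DD(E); quantity: Fibrin-DD(E) at 2 µM final; also added: fluorescent Tn7 probe at 0.1 µM; compound dosing: single nominal test concentration of 8.3 µM per compound; schedule: 10 min preincubation, 3 h with tracer, room temperature; detection: fluorescence polarization of the labelled Tn7 tracer; repeats: one replicate per compound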
ARFGAP1 inhibitor = rat ARFGAP1 inhibition; Q62848; 360,000 tested, 0.26% active; Arfgap1-stimulated ARF1 GTP hydrolysis, GDP FP detection; inhibition, % at 16.5 µM; AID 651572;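 active means inhibition above a per-plate limit, mean inhibition of low control wells plus 3 SD, cut at about 25% in these data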;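 further: 0% = DMSO wells with enzyme and 100% = wells lacking Arfgap1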
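Material: rat Arfgap1 GAP domain (His6, aa 1-136), purified enzyme. Also added: human ARF1(Δ1-17)-GTP substrate. Compound dosing: 16.5 µM single point, 1.26% DMSO. Timing: enzyme reaction 120 min at 25 °C after 20 min preincubation. Signal: GDP detection by fluorescence polarization. Read-out basis: percent inhibition of GAP-stimulated GDP formation, scaled between DMSO and no-Arfgap1 medians.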
PLC-beta3 inh = inhibitors of human phospholipase C beta3; AID 720704; Purified PLC-beta3, fluorogenic substrate, fluorescence; Q01970; 370,000 tested, 0.18% active; inhibition, % at 12.2 µM; in the data active means inhibition above about 11%;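 further: 0% = median of compound wells on plate and 100% = full blocker control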
The depositor's hits bear a star; nt = not tested or not shown.

Molecule	proKLK7 act	ADAM17 inh	DDE Tn6 FP inh	MBD2 inh	ASAP1 GAP inh	UHRF1 binding	PLCg1 inh	Tn7 DDE FP	ARFGAP1 inhibitor	PLC-beta3 inh
COC1=C[C@H](C(=O)NCCNC(C)=O)[C@H](C)[C@@H](c2ccccc2)CC1=O	0.7	-1	4	0	nt	-4	-1	8	nt	-2
COc1cc(OC)cc(-c2nn[nH]n2)c1	0.3	-8	6	-1	1	6	4	3	-8	-1
Cc1ccc(CNC(=O)CSc2nc3ccccc3[nH]2)cc1	0.1	-3	-4	-2	-12	1	0	5	4	-9
Cc1cc(C)c(NS(=O)(=O)c2c(C(=O)N3CCOCC3)c(C)n(C)c2C)c(C)c1	-0.7	1	-3	-7	5	-3	-1	-5	8	-2
CCC(C)NC(=O)CN1C(=O)C(CC)Sc2ccccc21 (configuration not stated)	0.1	-2	9	-2	1	3	2	-2	-10	-7
CC(=O)N1NC(=Nc2ccccc2)SC1(C)C	-0.3	-6	-7	4	9	3	0	1	0	-5
O=C(C(=O)N1CCCCC1)c1c(-c2ccccc2)[nH]c2ccccc12	-0.1	-1	0	3	4	1	4	1	17	1
Cn1c(=O)c2c(nc(CN3CCN(C(c4ccccc4)c4ccccc4)CC3)n2CC(N)=O)n(C)c1=O	0.8	-5	-2	-1	-5	0	-2	0	4	-3
COc1cc(/C=C/C(=O)OCC(=O)Nc2cc(S(=O)(=O)N3CCCCC3)ccc2C)ccc1O	-4.0	-12	1	-1	7	0	-50	4	-1	-61
CC(=O)Oc1ccc(C(=O)[C@H]2[C@H]3C(=O)N(c4ccccc4)C(=O)[C@H]3[C@@H]3C=CC=NN32)cc1	1.4	-10	-5	-1	14	0	-35	7	-4	-44
CC/C(CC(C)(C)c1ccccc1)=N\O	0.5	1	-7	-1	7	4	-2	4	-6	-1
CC(=O)Nc1c(C)cc(OCC(=O)O)cc1C	0.4	-3	0	4	1	-3	2	6	-10	-6
Cc1ccccc1OCC(=O)N/N=C/c1sc(=O)n(Cc2cccc(C(=O)O)c2)c1Cl	-0.5	-2	10	0	5	0	-2	7	2	-9
CNC(=O)COC(=O)c1cc2c(s1)CCCC2	-0.1	-3	-3	6	4	3	1	-2	7	-8
CN(C)Cc1cc(CCNC(=O)c2ccc(Cl)cc2)ccc1O	0.3	-2	4	2	7	2	-3	-1	11	-1
O=C(C1CC1)N1CCc2cc(Br)cc(S(=O)(=O)N3CCN(c4ccccn4)CC3)c21	0.8	-6	-4	3	7	1	1	8	12	0
COc1ccc(CCNC(=O)CCCc2ccccc2)cc1OC	0.2	4	5	0	-1	0	0	3	-1	-6
Cc1ccsc1C(=O)NCCc1ccc(S(N)(=O)=O)cc1	-0.4	-2	2	4	6	1	3	1	-3	-7
CCOC(=O)CCSc1nc(-c2ccc3c(c2)OCO3)cc(C(F)(F)F)c1C#N	-0.6	4	3	-4	1	2	-21	1	-2	-28
CN(CC(=O)Nc1ccc(Cl)c(Cl)c1)C(=O)C1CCC1	-0.2	1	-3	2	-6	-2	5	-9	13	2
O=c1oc2ccccc2n1Cc1cccc(C(F)(F)F)c1	0.1	-5	-12	0	3	-2	-1	-5	6	0
CCOC(=O)C1=C(NC(=O)c2ccc(Br)o2)Nc2ccccc2N=C1	-0.5	1	2	-3	5	-1	3	1	-8	5
C#CCOCCOCCOCCNc1nc(N2CCN(C(=O)[C@H](CCC(=O)O)n3cc([C@@H](N)CCCCN)nn3)CC2)nc(N2CCN(C(=O)[C@H](CCCCN)n3cc([C@@H](N)CC(N)=O)nn3)CC2)n1	-1.2	-6	2	-2	-6	48*	4	2	1	0
COc1cc(NC(=O)c2cccc(Cl)c2)ccc1NC(=O)c1cccs1	0.3	0	-1	-1	11	1	-3	-7	-8	-139
CN(C(=O)COC(=O)c1cc(-c2ccccc2Cl)nc2ccccc12)C1CCS(=O)(=O)C1 (configuration not stated)	-0.6	1	0	-1	1	-2	-5	5	4	-5
CCCOc1ccc(C2c3c(oc4cc(C)c(C)cc4c3=O)C(=O)N2CCCN2CCOCC2)cc1 (configuration not stated)	-0.2	-13	2	0	-2	-1	-23	-4	2	-32
O=C(Nc1ccccc1C(F)(F)F)c1c(F)cccc1Cl	0.2	-2	7	-2	8	-1	2	1	-9	0
CCOC(=O)C1CCN(C/C=C/c2ccccc2OC)CC1	-0.5	7	-4	-2	14	5	-2	-7	-3	0
CC(C)c1ccc(S(=O)(=O)N2CCN(C(=O)C3CCN(C(=O)c4ccc(F)cc4)CC3)CC2)cc1	0.5	-1	-1	1	0	1	1	4	9	-6
Cn1c(SCC(=O)NC2CC2)nnc1-c1ccccc1Cl	0.2	-3	2	-2	-12	2	1	4	-10	-4
COc1ccccc1CNc1nc(NCCOc2ccccc2)c2sccc2n1	0.3	4	-4	-5	25*	0	5	5	7	4
CC(C)CNC(=O)OCc1cn(Cc2ccc(Cl)cc2)nn1	-0.3	-2	3	4	nt	0	-2	6	nt	0
CCc1ccccc1NC(=S)N(CCN(C)C)C(C)c1cccnc1 (configuration not stated)	0.0	-3	-10	1	5	-2	2	-1	-1	-3
CCCCCn1c(=O)c2ccccc2n2c(CCl)nnc12	0.3	-3	7	4	0	1	0	1	-3	-2
O=C(CSc1ccc2ccccc2c1)Nc1ccncc1	-0.1	-1	-5	-2	1	5	1	-2	-12	-23
CC(=O)Nc1ccc(S(=O)(=O)N2CCSCC2)cc1	0.5	-3	-2	-1	-6	3	0	-6	4	-2
CCOc1ccc(C(C(=O)NC2CCCCC2)N(CCOC)C(=O)c2snc(C(N)=O)c2N)cc1 (configuration not stated)	2.0	-29	1	1	-4	0	-30	11	-4	-38
C[n+]1ccc(/C=N/Nc2nc(Cl)c(C#N)c(Cl)c2Cl)cc1	-0.1	-1	2	-18	-8	-19	-15	2	11	-27
Cn1c(=O)[nH]c(=O)c2c1nc(N1CCCCC1)n2CCSc1nc2ccccc2o1	0.0	-2	-1	0	4	1	1	1	-5	2
O=C(c1cccs1)N1N=C(c2ccc(O)cc2)CC1c1ccccc1 (configuration not stated)	-0.9	-17	-2	6	2	-3	-173	-3	1	-209
CCc1nc(SCC(=O)Nc2nccs2)c2oc3ccccc3c2n1	0.8	3	6	-5	-11	0	5	-7	2	5
O=C(CSCc1c(F)cccc1Cl)NCc1ccco1	-0.3	-6	6	6	-13	1	-1	1	1	-3
CCNCc1cc(Cl)c(OCc2ccccc2)c(OCC)c1	-0.3	0	4	0	11	3	0	5	6	1
CCn1cc(C(=O)NCc2ccccn2)c(=O)c2cc(F)c(N3CCN(C)CC3)cc21	1.7	-22	0	-1	-3	1	-11	-2	-7	-17
CC(=O)Nc1nc(C)c(C(C)=O)s1	0.2	1	-3	-5	13	0	2	-1	-7	3
O=C(O)CCC(=O)Nc1ccc(NC(=O)c2ccc(Cl)cc2Cl)c(Cl)c1	-0.3	0	-1	-2	4	2	6	-8	-9	2
CN1C(=O)CSc2ccc(C(=O)O)cc21	0.2	0	5	1	-7	0	-2	2	2	1
CC1(C(=O)NS(=O)(=O)c2cccc(F)c2)CCN1C(=O)Cc1ccc(-c2ccccc2)cc1 (configuration not stated)	-0.3	0	5	2	-13	-1	-3	4	-6	-6

Compounds were not picked by outcome. Share with any hit: about 4.1%.
